TbPYK inhibitor: inhibitors of Trypanosoma brucei pyruvate kinase | Q57TT1 | TbPYK enzyme, Kinase-Glo Plus ATP luminescence, 45 min | Potency, µM (titrated, usually from 76.8 µM), inactives show at the highest dose activity, negative = inhibition, usual class: inhibitors | 410,000 compounds, 0.12% hits; further: potency means the concentration at half of the fitted maximal effect; nearly all actives have a fitted effect of over 50% in size
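Luminescence from Kinase-Glo Plus, added after a 45-minute room-temperature reaction, served as the end-point read-out. The enzyme and substrate were preincubated with compound before ADP (130 uM final) initiated turnover. Concentration-effect curves came from normalized qHTS data.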
AmpC no deterg: AmpC beta-lactamase inhibition without detergent; AmpC nitrocefin hydrolysis, absorbance 480 nm, 0.0001% Triton; Potency, µM (doses to about 57.1 µM), inactives show at the highest dose activity change, negative = inhibition, hits mostly inhibitors; 330,000 compounds, 0.52% hits; AID 485341;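 further: potency means the concentration at half of the fitted maximal effect; plate controls were no compound for no effect and no enzyme for full effect; nearly all actives have a fitted effect of over 20% in size; some results filed as inactive show a strong effect at the top dose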
Target sequence (P00811 whole entry, looked up): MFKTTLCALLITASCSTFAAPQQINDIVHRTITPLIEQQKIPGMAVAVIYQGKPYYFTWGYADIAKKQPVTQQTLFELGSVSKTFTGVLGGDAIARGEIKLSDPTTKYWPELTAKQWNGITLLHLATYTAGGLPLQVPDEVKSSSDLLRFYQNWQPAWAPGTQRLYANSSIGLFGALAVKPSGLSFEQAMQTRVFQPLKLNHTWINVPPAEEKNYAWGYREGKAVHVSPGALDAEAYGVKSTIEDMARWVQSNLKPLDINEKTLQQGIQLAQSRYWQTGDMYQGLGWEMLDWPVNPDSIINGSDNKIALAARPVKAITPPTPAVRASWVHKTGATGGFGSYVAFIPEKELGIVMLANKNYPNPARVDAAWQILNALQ
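20 mM phosphate pH 7.0 + 0.01% (detergent screen) or 0.0001% Triton X-100; 5.3 nM AmpC reagent; cpd preinc 15 min RT; nitrocefin (800 uM stock) to start; A480 q20 s × 4 min; Activity was normalised to no-enzyme and no-compound control wells.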
AMA1 RON2 block: disrupts binding of P. falciparum AMA1 to RON2; AlphaScreen AMA1-biotinylated RON2 peptide binding; Potency, µM (titrated, usually from 58.2 µM), for the others: at the highest dose activity change, negative = inhibition, actives largely listed as inhibitors; 360,000 compounds, 0.2% hits; AID 720542;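 further: potency means the concentration at half of the fitted maximal effect; 0% = vehicle wells and -100% = peptide control; nearly all actives have a fitted effect of over 45% in size; some results filed as inactive show a strong effect at the top dose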
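AMA1 (3D7) with his tag at 25 nM final met compounds first, then biotinylated RON2 peptide at 25 nM; detection used donor plus acceptor beads, 10 µg/mL apiece, read by AlphaScreen after 30 min at room temperature.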
LmPK inhibitor: inhibitors of Leishmania mexicana pyruvate kinase | Q27686 | purified LmPK, Kinase-Glo ATP luminescence, 1 h | Potency, µM (doses to about 57.5 µM), for inactives: at the top dose activity change, negative = inhibition, usual class: inhibitors | 290,000 compounds, 0.37% hits | AID 1721; further: potency means the concentration at half of the fitted maximal effect
Target sequence (Q27686 whole entry, looked up): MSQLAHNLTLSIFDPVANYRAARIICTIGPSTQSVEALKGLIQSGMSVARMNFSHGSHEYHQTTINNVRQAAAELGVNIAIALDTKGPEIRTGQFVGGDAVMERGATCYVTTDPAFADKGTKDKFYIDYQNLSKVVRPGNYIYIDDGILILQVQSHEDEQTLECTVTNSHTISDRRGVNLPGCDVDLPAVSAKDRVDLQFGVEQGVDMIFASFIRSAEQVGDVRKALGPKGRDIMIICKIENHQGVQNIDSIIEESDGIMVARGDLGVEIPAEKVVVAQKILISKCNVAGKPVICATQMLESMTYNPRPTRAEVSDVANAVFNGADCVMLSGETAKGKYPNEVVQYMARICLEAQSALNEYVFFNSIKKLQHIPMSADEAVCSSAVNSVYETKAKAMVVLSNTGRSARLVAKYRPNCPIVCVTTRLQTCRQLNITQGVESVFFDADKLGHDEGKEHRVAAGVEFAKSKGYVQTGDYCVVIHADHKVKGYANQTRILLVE
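Screened at intermediate enzyme activity to detect both inhibitors and activators: LmPK at 0.1 nM, with a 0.5 nM enzyme column as activation reference. PEP 0.5 mM, ADP 0.1 mM; ATP detected by luminescence after 1 h.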
Sm TGR block: S. mansoni TGR enzyme inhibition; 360,000 compounds, 3% hits; Potency, µM (series often up to 114 µM), for the others: top-dose activity change, negative = inhibition, usual class: inhibitors; AID 485364; purified TGR, DTNB reduction, TNB absorbance 405 nm; Q962Y6; further: potency means the concentration at half of the fitted maximal effect; nearly all actives have a fitted effect of over 60% in size
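TGR 20 nM + NADPH 100 uM (dispensed conc.), cpd preinc 15 min RT; start with NADPH (500 uM addition) then DTNB (15 mM addition). Kinetic TNB absorbance, 405 nm filter. Four-parameter Hill fit across titration.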
AmpC detergent: AmpC beta-lactamase inhibition with detergent present; Potency, µM (titrated, usually from 114 µM), without a hit: at the highest dose activity change, negative = inhibition, most hits filed as inhibitors; 370,000 compounds, 0.041% hits; AmpC hydrolysis of nitrocefin, absorbance 480 nm, 0.01% Triton; P00811; AID 485294;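 further: potency means the concentration at half of the fitted maximal effect; 0% = no-compound wells and -100% = no-enzyme wells; nearly all actives have a fitted effect of over 25% in size; some results filed as inactive show a strong effect at the top dose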
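AmpC (5.3 nM in the dispensed reagent) in 20 mM phosphate pH 7.0 with 0.01% (detergent screen) or 0.0001% Triton X-100 was preincubated with compounds for 15 min at room temperature. Nitrocefin was then added from an 800 uM solution, and hydrolysis was followed at 480 nm.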
HCMV inh: human cytomegalovirus inhibition | HFF cells, HCMV-luciferase reporter, 72 h; stronger effect = lower value | activity change, negative = inhibition, % at 57.5 µM | 410,000 compounds, 4.5% hits | AID 1259415; in the data active means activity change below about -60%; inconclusive means no clear call, values can overlap the other calls; inactive means above about -39%
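After 16 h attachment at 37C, HFF cells received test compound and HCMV-luciferase (1 PFU/cell); reporter luminescence read 72 h later, data normalized against buffer-only and known inhibitor Salinomycin.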
Starred values were filed as active, the others as inactive; ? = inconclusive; / = not tested or not shown; [ ] = dose if it differs, or a comment. Unless noted, the call rests on the fitted dose curve; in most records, active means well fitted curve in the direction sought with a large enough effect; inconclusive means small, poorly fitted or top-dose-only effect, or another doubt; inactive means no such curve, though single readings can be large; an effect the other way counts as inactive or inconclusive. Unless noted, on the % scale 0 is the no-effect control and ±100 the full control effect.

canonical_smiles,TbPYK inhibitor,AmpC no deterg,AMA1 RON2 block,LmPK inhibitor,Sm TGR block,AmpC detergent,HCMV inh
OC1CCCN(C(=S)Nc2ccc(SC(F)F)cc2)C1 (centres undefined),-4%,-16%,6%,0%,-2%,-13%,34
O=C1CC(NCc2ccccc2F)C(=O)N1c1ccccc1 (centres undefined),-3%,-2%,24%,2%,-17%,?,1
CCc1nc2ccc(C(=O)NCCN(C)C)cn2c1N(CC)CCOC,2%,/,3%,/,/,/,12
CC(Oc1ccccc1)C(=O)Nc1ccccc1O (centres undefined),0%,-16%,1%,4%,8%,0%,59
O=C(CCCCn1c(=O)c2ccccc2n(Cc2cccc(F)c2)c1=O)NCCc1ccccc1,1%,/,/,/,-12%,3%,-22
COc1ccc(CCn2c3c(c(=O)[nH]c2=O)C(NC(=O)c2cccs2)(C(F)(F)F)C(=O)N3)cc1OC (centres undefined),-2%,-21%,-2%,-5%,-18%,-2%,86
O=C(N/N=C/c1ccc2cccnc2c1)c1nc2ccccc2c(=O)[nH]1,2%,-11%,-12%,-1%,15%,2%,-5
COc1cccc(NC(=O)CSc2nnc(-c3ccoc3C)n2CC2CCCO2)c1 (centres undefined),-18%,4%,8%,4%,-4%,0%,-6
O=C(Nc1ccc2c(c1)OCO2)C1CCCN1C(=O)NCc1ccccc1 (centres undefined),6%,-11%,-1%,0%,5%,-10%,53
CCCCn1c(N)c(N(Cc2ccccc2OC)C(=O)c2c(CC)noc2C)c(=O)[nH]c1=O,0%,-6%,7%,-9%,2%,-6%,-12
O=C(CC(NCCN1CCOCC1)C(=O)O)Nc1cccc(Cl)c1 (centres undefined),-7%,/,101%[activator],/,/,/,-17
N#CCCN(Cc1cccnc1)S(=O)(=O)c1ccc(S(=O)(=O)N2CCCCCC2)cc1,-9%,-4%,-10%,2%,?,?,33
COc1cccc(-c2nnc(NC(=O)C(C)C)o2)c1,2%,?,82%[activator],3%,0%,?,17
CCOc1ccc(C(=O)Nc2onc3c2CCCC3)cc1,-7%,/,/,/,17%,14%,-11
COc1cc(OC)c(OC)cc1/C=N/NC(=S)NCCN1CCOCC1,-13%,-1%,90%[activator],19%,5%,9%,43
COCCNC(=O)c1ccc2c(=O)n(Cc3ccco3)c(SCC(=O)Nc3ccc(OC)cc3OC)nc2c1,-7%,90%[activator],-1%,0%,-4%,-7%,?
Cn1c(=O)c(=O)n(C)c2cc(S(=O)(=O)CCC(=O)N3CCOCC3)ccc21,-8%,4µM*,4%,1%,6%,6%,28
O=C(COC(=O)C1CCCCC1)Nc1cccc(F)c1,-4%,-22%,11%,/,/,/,-23
CCN(CC)CCN1C(=O)/C(=C\c2ccc(Cl)c([N+](=O)[O-])c2)SC1=Nc1ccc(OC)cc1,2%,108%[activator],?,1%,7%,-11%,-99*
O=C(NCC(=O)N1CCN(C(=O)c2ccccc2)CC1)c1ccc(Cl)cc1Cl,-2%,-4%,1%,/,-5%,-4%,-17
O=c1cc(/C=C/c2ccccc2)oc2c1ccc1ccccc12,0%,-21%,-7%,2%,-13%,-3%,-16
O=C(c1ccc2ccccc2c1)c1cccc(F)c1C(=O)O,-2%,/,12%,/,/,/,-8
O=C(Cc1cccc2ccccc12)NCCc1ccccc1,-10%,-11%,0%,5%,-8%,?,?
COC(=O)[C@H](CCSC)NC(=O)Nc1cccc(Br)c1,-2%,-13%,8%,4%,-4%,3%,-33
CCNc1nc(NCC)n2c(SCC(=O)Nc3cccc(F)c3)nnc2n1,0%,-33%,11%,/,-1%,?,-22
C/C(=N\NC(=O)c1ccoc1C)c1cccc2ccccc12,5%,-9%,26%,3%,7%,-3%,19
CN1C(=O)/C(=C/c2cc(N=Nc3ccccc3)ccc2O)SC1=S,?,-32%,-1%,?,-17%,-10%,-21
COCCCN1C(=O)c2ccc(C(=O)Nc3ccccc3OC)cc2C1=O,3%,-14%,12%,-3%,10%,-7%,5
Cc1ccc(NC(=O)CCCc2ccccc2)nc1,-5%,-18%,3%,1%,0%,4%,4
Clc1c(-c2ccccc2)nc2ccccn12,-4%,-14%,-1%,-7%,-6%,-14%,91

(continued)
canonical_smiles,TbPYK inhibitor,AmpC no deterg,AMA1 RON2 block,LmPK inhibitor,Sm TGR block,AmpC detergent,HCMV inh
CCN(CC(=O)NCc1ccc(F)cc1)C(=O)c1ccc(C)o1,-4%,0%,-3%,-3%,-9%,-12%,1
CCOC(=O)c1sc2nccc(N(C)C)c2c1N=CNOC,-12%,30%,47%[activator],3%,-17%,1%,?
Cc1ccc(S(=O)(=O)Nc2nc3n(n2)C(c2ccc(Cl)cc2)C=C(c2ccccc2)N3)cc1 (centres undefined),-4%,/,/,/,2%,11%,2
CCCCNC(=O)C1(C)CCN1C(=O)c1cncc(Br)c1 (centres undefined),-2%,/,13%,/,/,/,5
CC(C)N(CCNC(=O)COc1ccc2oc3c(c2c1)CCCC3)C(C)C,4%,68%[activator],-2%,-12%,-10%,-2%,-20
CC(=O)c1ccc(NS(=O)(=O)c2c(C)nc3scc(C)n3c2=O)cc1,3%,/,/,/,-4%,0%,-3
COc1ccc(OCCn2c(C(C)Oc3ccccc3)nc3ccccc32)cc1 (centres undefined),-6%,/,/,/,20%,13%,-1
COc1ccccc1C(=O)N/N=C(\C)CC(=O)Nc1ccc2c(c1)OCCO2,-1%,-1%,23%,-3%,-7%,-1%,-11
O=C(CSc1ncn(-c2ccccc2)n1)Nc1ccc2c(c1)OCO2,-7%,-21%,11%,-2%,-30%,?,-1
Cc1nc2nc(-c3ccccc3)cn2nc1C,-23%,/,42%[activator],13µM*,-22%,-10%,104
CCC(C)Nc1nc(-c2ccccn2)nc2ccccc12 (centres undefined),5%,-25%,45%[activator],0%,-7%,-5%,-99*
Cc1c(Cl)c(-c2n[nH]c(=S)n2Cc2ccco2)nn1C,?,-28%,8%,?,5%,3%,65
CSc1scc2c1-c1nc(SCC(=O)C(C)(C)C)ncc1CC2,7%,-9%,17%,3%,-8%,-2%,?
C=CCn1c(=O)[nH]c(=O)c2c(N)c(C(=O)c3ccc(OC)cc3)sc21,-1%,/,1%,/,/,/,-29
Cc1ccc2c(c1)C(=NC1CCCCC1)c1cc3ccccc3nc1-2,-6%,-26%,-10%,-5%,-10%,-8%,10
Cc1cc(C)c(NC(=O)C2CCN(S(C)(=O)=O)CC2)c(C)c1,4%,/,22%,/,/,/,-1
COc1ccc(NS(=O)(=O)c2ccc3c(c2)CC(C)N3C(C)=O)c(OC)c1 (centres undefined),2%,/,/,/,-1%,10%,8
O=C(CCSc1nc2cc(Cl)ccc2o1)N1CCOCC1,-5%,?,38%[activator],-2%,-3%,0%,44
Cc1ccc(C)c(NC(=O)CN2C(=O)CCc3ccccc32)c1,-9%,/,/,/,-7%,3%,22
CSc1nc(-c2ccccc2)nn1S(=O)(=O)c1ccccc1,-12%,-19%,-1%,4%,-2%,-2%,55
CN(C)/C=C/C(=O)c1ccc(-n2cccc2)cc1,-8%,-43%,-21%,-5%,-14%,?,30
NC(=O)C1CCCN(C(=O)Nc2cccc3ccccc23)C1 (centres undefined),2%,-13%,-6%,1%,3%,3%,-64*
CCOC(=O)N1CCN(C(=O)CSCc2ccc(C)cc2)CC1,2%,19%,0%,-2%,0%,-3%,-6
CCCN(CC1CCCO1)C(=O)c1cc(COc2cccc(OC)c2)on1 (centres undefined),1%,66%[activator],-13%,-2%,0%,-7%,0
CC1(C)C(=O)NCCN1C(=O)CC1C(=O)NCCN1CC(c1ccccc1)c1ccccc1 (centres undefined),1%,56%,12%,1%,?,-2%,-37
O=C(NCCc1ccc(Cl)cc1)c1ccc2nc(Cc3ccccc3)oc2c1,1%,/,/,/,6%,12%,-9
O=C(NCC1CCCO1)c1ccc2[nH]c3c(c2c1)CCCC3 (centres undefined),-1%,-12%,-5%,/,3%,-6%,-1
C=C1CCC(C)C(C)(CCC2=CCOC2=O)C/C=C\C=C/1C(=O)O (centres undefined),-1%,-31%,0%,9%,-7%,-7%,15
N#CC1=C(N)OC2=C(C(=O)CCC2)[C@]12C(=O)N(CC(N)=O)c1ccccc12,-4%,-9%,14%,-4%,0%,?,10
CCC(=O)Nc1ccc(NC(=S)Nc2ccccc2)cc1,0%,-24%,8%[11.6 µM],3%,-24%,-9%,?

Remaining list, next part:
canonical_smiles,TbPYK inhibitor,AmpC no deterg,AMA1 RON2 block,LmPK inhibitor,Sm TGR block,AmpC detergent,HCMV inh
O=C(/C=C/c1ccc(Cl)cc1)NCCCN1CCOCC1,-3%,1%,-10%,1%,-25%,-14%,-20
CCn1c(SCC(=O)Nc2ccc3[nH]c(=O)[nH]c3c2)nc2ccccc21,2%,-50%,-7%[11.6 µM],/,-13%,1%,27
COc1c2c(cc3oc(C)cc(=O)c13)OC(C(C)(C)OC1OC(CO)C(O)C(O)C1O)C2 (centres undefined),4%,-6%,4%,1%,-1%,-8%,-20
Cc1ccc(S(=O)(=O)N2C[C@H]3C(=O)C[C@@H](c4ccccc4)N(S(=O)(=O)c4cccc(C)c4)[C@H]3C[C@H]2c2ccccc2)cc1,5%,/,13%,/,/,/,-14
CCOc1ccc(NC(=O)c2ccc(CSc3nnnn3C)cc2)cc1,-5%,0%,1%,4%,1%,0%,?
COc1ccc(/C=N/NC(=O)CCN2CCCCC2c2cccnc2)cc1Cn1cc([N+](=O)[O-])cn1 (centres undefined),6%,47%,4%,3%,-11%,1%,-38
COc1cccc2c1cc([N+](=O)[O-])c1c(C(=O)O)cc3c(c12)OCO3,-1%,/,6%,/,/,/,-14

Single records (already shown). Values in the order: TbPYK inhibitor, AmpC no deterg, AMA1 RON2 block, LmPK inhibitor, Sm TGR block, AmpC detergent, HCMV inh
Results for CC(=O)c1ccc(NS(=O)(=O)c2c(C)nc3scc(C)n3c2=O)cc1 : 3%, /, /, /, -4%, 0%, -3
Results for O=C(CC(NCCN1CCOCC1)C(=O)O)Nc1cccc(Cl)c1 (centres undefined) : -7%, /, 101%[activator], /, /, /, -17
Results for CC(C)N(CCNC(=O)COc1ccc2oc3c(c2c1)CCCC3)C(C)C : 4%, 68%[activator], -2%, -12%, -10%, -2%, -20
Results for COc1cccc(-c2nnc(NC(=O)C(C)C)o2)c1 : 2%, ?, 82%[activator], 3%, 0%, ?, 17
